m-calpain inh: inhibitors of pig calpain II, primary screen, biochemical, fluorogenic peptide substrate, 1536-well; purified calpain II, 30 min; inhibition, % at 16 µM; hit rate 0.37% among 220,000;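 active = inhibition above about 50%, limit read from the data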
Runt-SMMHC FRET: inhibitors of RUNX1 Runt–CBFb-SMMHC binding, primary screen, biochemical, FRET, Cerulean-Runt, Venus-CBFb-SMMHC, uHTS; Runt-related transcription factor 1 (Homo sapiens) + Core-binding factor subunit beta …; Cerulean-Runt/Venus-CBFb-SMMHC FRET ratio 530/480, 1 h; inhibition, % at 20 µM; hit rate 0.74% among 220,000;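 active = mean inhibition across duplicate retests at 20 µM reaching about 50%, limit read from the data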;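 note: 0% = DMSO wells and 100% = wells with excess untagged CBFb-SMMHC; inhibitors lower the FRET ratio by blocking Runt binding to CBFb-SMMHC; some results filed as inactive read as strong as hits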
Target sequence (Q01196 whole entry, looked up): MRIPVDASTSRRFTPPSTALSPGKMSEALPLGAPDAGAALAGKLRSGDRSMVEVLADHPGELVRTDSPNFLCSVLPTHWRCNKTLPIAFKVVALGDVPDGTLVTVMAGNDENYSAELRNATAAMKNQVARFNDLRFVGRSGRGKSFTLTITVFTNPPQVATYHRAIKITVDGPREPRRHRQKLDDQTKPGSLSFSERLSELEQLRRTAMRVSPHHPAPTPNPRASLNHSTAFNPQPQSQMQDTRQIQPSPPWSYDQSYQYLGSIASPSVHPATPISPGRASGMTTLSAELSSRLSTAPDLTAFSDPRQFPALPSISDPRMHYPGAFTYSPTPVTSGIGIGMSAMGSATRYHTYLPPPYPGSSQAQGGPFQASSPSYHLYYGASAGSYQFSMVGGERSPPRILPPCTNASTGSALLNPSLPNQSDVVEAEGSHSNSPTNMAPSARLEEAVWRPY
Target sequence (Q13951 whole entry, looked up): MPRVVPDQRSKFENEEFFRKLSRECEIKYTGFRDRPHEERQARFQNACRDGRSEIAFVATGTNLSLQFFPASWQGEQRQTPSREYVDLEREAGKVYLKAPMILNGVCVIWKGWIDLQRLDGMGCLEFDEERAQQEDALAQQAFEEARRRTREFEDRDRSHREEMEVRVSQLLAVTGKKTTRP
EBV gp42 block: Epstein-Barr virus gp42 inhibitors, primary screen, biochemical, uHTS, fluorescence polarization | inhibition, % (tested at 21.74 µM) | Glycoprotein 42 (Epstein-Barr virus (strain AG876)), Q1HVG2 | hit rate 0.42% among 220,000 | Fluorescence polarization binding assay, mP read-out; in the data active = inhibition above about 50%
Target sequence (Q1HVG2 whole entry, looked up): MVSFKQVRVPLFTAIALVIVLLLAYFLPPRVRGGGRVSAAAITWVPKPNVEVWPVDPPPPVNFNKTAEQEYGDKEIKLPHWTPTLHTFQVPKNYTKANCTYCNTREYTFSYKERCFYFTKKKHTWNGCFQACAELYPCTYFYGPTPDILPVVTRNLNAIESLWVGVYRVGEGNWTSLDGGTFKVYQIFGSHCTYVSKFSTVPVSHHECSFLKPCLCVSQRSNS
p97 inhibitor: inhibitors of human p97 ATPase, primary screen, biochemical; recombinant p97 ATPase, Kinase-Glo ATP luminescence, 3 h; hit rate 0.42% among 220,000; Transitional endoplasmic reticulum ATPase (Homo sapiens), P55072; inhibition, % at 8 µM; in the data active = inhibition above about 15%;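 note: 0% = DMSO vehicle and 100% = wells lacking enzyme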
Furin inh: human furin inhibitors, primary screen, biochemical, fluorescence intensity. inhibition, % at 30 µM. purified furin, fluorogenic substrate cleavage. P09958. hit rate 0.061% among 220,000; in the data active = inhibition above about 25%; note: inactives centre near -15
Runt-CBFb FRET: inhibitors of RUNX1 Runt–CBFb binding, primary screen, biochemical, FRET, Cerulean-Runt, Venus-CBFb, uHTS. inhibition, % at 20 µM. Runt-related transcription factor 1 (Homo sapiens) + Core-binding factor subunit beta …. Cerulean-Runt/Venus-CBFb FRET ratio 530/480, 1 h. hit rate 0.46% among 220,000. AID 1496, 2009;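 active = inhibition over about 50% at 20 µM in the single-dose screen, limit read from the data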;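 note: 0% = DMSO wells and 100% = excess unlabeled CBFb competitor control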
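Assay system: Cerulean-Runt domain fusion protein, energy donor; Signal: fluorescence energy transfer, 422 nm excitation, 530/480 nm emission; Timing: 1 h compound exposure, room temperature; Control set: unlabeled CBFb; Medium: Tris buffer pH 7.5 with salts and BSA; Compound: single test concentration of 20 µM, 1% DMSO final; Probe or stimulus: Venus-CBFb 100 nM.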
RBBP9 inhibitor: human RBBP9 inhibitors, primary screen, biochemical, fluorescence polarization, FP-Rh probe, HTS; Serine hydrolase RBBP9 (Homo sapiens), O75884; recombinant RBBP9; inhibition, % at 7.94 µM; hit rate 0.2% among 220,000; AID 1515, 2009;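 active = inhibition above the campaign mean of all tested compounds plus 3 SD, cut at about 14% in these data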;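 note: plate controls were DMSO wells with RBBP9 for no effect and wells lacking RBBP9 protein for full effect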
Target sequence (O75884 whole entry, looked up): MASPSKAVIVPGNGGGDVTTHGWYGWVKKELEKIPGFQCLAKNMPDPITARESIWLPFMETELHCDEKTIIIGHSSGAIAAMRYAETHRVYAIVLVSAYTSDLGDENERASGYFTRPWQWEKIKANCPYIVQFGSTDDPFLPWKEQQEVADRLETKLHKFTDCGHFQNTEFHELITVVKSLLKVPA
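system = RBBP9 protein | input = RBBP9 at 2.5 µM in dispensed solution, before mixing | measured by = fluorescence polarization (mP), excitation 525 nm, emission 598 nm | incubation = enzyme-compound preincubation 30 min, then probe labeling 45 min, 25 °C | buffer or medium = Tris-NaCl-Pluronic buffer, pH 8.0 | compound = single dose 7.94 µM | also added = FP-Rh probe, 375 nM dispensing solution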
NCF1 inh: p47phox/p22phox peptide binding inhibitors, primary screen, biochemical, uHTS, NADPH oxidase regulatory subunit; fluorescence polarization, 2 h; Neutrophil cytosol factor 1 (Homo sapiens), P14598; hit rate 0.53% among 220,000; inhibition, % at 24.7 µM;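 active = inhibition above about 30%, limit read from the data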;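 note: 0% = p47phox with labelled peptide and 100% = labelled peptide alone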
Tb hexokinase: Trypanosoma brucei hexokinase 1 inhibitors, primary screen, biochemical, G6PDH-coupled NADH absorbance, MLSCN library; inhibition, % at 10 µM; AID 1430, 2008; hit rate 0.11% among 220,000; recombinant TbHK1, G6PDH-coupled NADH A340;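 active = inhibition of 50% or more in the single-dose primary screen; inactive = inhibition below 50%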
* marks the source's active call; other numbers are inactive results; x = no result given; [ ] = another dose, or the depositor's remark. Hits appear at their usual frequency. Share with any hit: about 2.7%.

nr	canonical_smiles	m-calpain inh	Runt-SMMHC FRET	EBV gp42 block	p97 inhibitor	Furin inh
1	Cc1ccc(S(=O)(=O)C(CCC(=O)c2ccc(Cl)cc2)C(N)=O)cc1 (centres undefined)	12	-9	-8	1	-20
2	CCOC(=O)CSc1nnc(CNC(=O)c2cc(OC)c(OC)c(OC)c2)n1C	19	0	-7	-6	-8
3	CCN(CC)c1cc(C(F)(F)F)nc(-c2ccccn2)n1	2	-1	-22	-6	-13[20 µM]
4	COc1ccc(CC(=O)Nc2c3c(nn2-c2cccc(C)c2C)CS(=O)C3)cc1 (centres undefined)	-14	2	-18	2	-15[20 µM]
5	Cc1cccn2c(=O)c3cc(C(=O)NC4CCCCC4)c(=N)n(CCN4CCOCC4)c3nc12	-185	128*	-6	-3	-62
6	CCn1nc(C(=O)OCC(=O)NCC(C)C)c2ccccc2c1=O	-196	-1	-2	2	-20
7	C/C=C/C=C/C(=O)[C@@H]1[C@@H]([C@]2(C)OC(=O)C(C)=C2O)[C@H]2/C(=C(O)/C=C/C=C/C)C(=O)[C@]1(C)C(=O)C2(C)O (some centres undefined)	-37	-4	-9	x	-18
8	CCCC1(C(=O)OCC)NC(c2cc(OC)c(OC)c(OC)c2)C2C(=O)N(CC)C(=O)C21 (centres undefined)	-3	-3	-20	1	-17[20 µM]
9	Cc1ccc(NCc2cccnc2)c(Br)c1	23	-1	-10	-8	-16
10	CCOC(=O)C1=C(C)OC(N)=C(C#N)C1c1ccc(OC)c(CSc2ccccn2)c1 (centres undefined)	-19	-1	2	-1	-8
11	Nc1ccccc1C(=O)N/N=C1/C2CN3CCN(C2)CC1(Cc1ccccc1)C3	-484	0	-4	-3	-13
12	CN1CCC(=NNC(=O)C(=O)Nc2ccc(F)cc2)CC1	-8	-2	-10	1	-29

nr	Runt-CBFb FRET	RBBP9 inhibitor	NCF1 inh	Tb hexokinase
1	x	9	-19	2
2	-1	1	-3	10
3	-1	-4	-13	-6
4	0	3	-11	0
5	97*	0	-4	-13
6	-1	-5	-7	-7
7	2	x	-31	-42
8	2	-3	-11	1
9	-2	-4	1	-3
10	1	-4	-35	-1
11	-1	-3	-10	6
12	-1	-6	-3	-5

Next part.
nr	canonical_smiles	m-calpain inh	Runt-SMMHC FRET	EBV gp42 block	p97 inhibitor	Furin inh
13	Cc1ccc(-c2nc(SCC(=O)Nc3cc(S(=O)(=O)N4CCCCC4)ccc3Cl)n[nH]2)cc1	-73	45	-22	11	-20
14	COC(=O)c1ccccc1NC(=O)c1cn(-c2ccc(C)c(C)c2)c(=O)c2ccccc12	5	6	4	-3	-11
15	COc1ccc(CNC(=O)Nc2cccs2)cc1OC	-15	-7	-12	0	-14
16	O=C(Nc1ccc(F)cc1)c1cc(S(=O)(=O)N2CCCCC2)cs1	9	-2	4	2	-11
17	O=C(Nc1cccc2ccccc12)N1CCCN(c2c(Cl)cncc2Cl)CC1	10	1	-3	4	-14
18	O=C(NNC(=S)Nc1ccccc1)C1CCCCC1	4	0	9	-1	-19
19	CCCOc1ccc(N)cc1N	-12	-42	42	13	-18
20	CCOC(=O)N1[C@@H]2C=C(C)[C@@H]2[C@@H]2[C@@H](C)C(=O)N21	-3	2	-20	7	-24
21	CCOC(=O)/C(N=Nc1cc(C(=O)O)cc(C(=O)O)c1)=C(\O)CCl	10	-3	-17	-1	-13
22	CCC(C)[C@H](NC(=O)Nc1cccc(OC)c1)C(=O)OC (some centres undefined)	0	2	-24	-2	-18
23	CNC(=O)C(C)c1ncc(C(F)(F)F)cc1Cl (centres undefined)	-20	-10	-13	3	-25
24	CCCCC[n+]1ccn(C2=C([O-])c3ccccc3C(=O)/C2=N\S(=O)(=O)c2ccc(Cl)cc2)c1	3	-11	-8	-2	-10

nr	Runt-CBFb FRET	RBBP9 inhibitor	NCF1 inh	Tb hexokinase
13	0	-19	-30	27
14	-2	-8	-3	-8
15	5	-2	-16	-7
16	3	-2	-28	1
17	1	-11	-3	-4
18	1	-5	-5	1
19	-2	-1	2	-25
20	-2	3	-4	-1
21	3	-2	17	27
22	-2	-5	-7	-7
23	1	0	-4	-4
24	-6	-4	18	-7

9 structures out of the list, ordered by formula weight, high to low.
nr	canonical_smiles	m-calpain inh	Runt-SMMHC FRET	EBV gp42 block	p97 inhibitor	Furin inh
24	CCCCC[n+]1ccn(C2=C([O-])c3ccccc3C(=O)/C2=N\S(=O)(=O)c2ccc(Cl)cc2)c1	3	-11	-8	-2	-10
17	O=C(Nc1cccc2ccccc12)N1CCCN(c2c(Cl)cncc2Cl)CC1	10	1	-3	4	-14
16	O=C(Nc1ccc(F)cc1)c1cc(S(=O)(=O)N2CCCCC2)cs1	9	-2	4	2	-11
21	CCOC(=O)/C(N=Nc1cc(C(=O)O)cc(C(=O)O)c1)=C(\O)CCl	10	-3	-17	-1	-13
22	CCC(C)[C@H](NC(=O)Nc1cccc(OC)c1)C(=O)OC (some centres undefined)	0	2	-24	-2	-18
15	COc1ccc(CNC(=O)Nc2cccs2)cc1OC	-15	-7	-12	0	-14
18	O=C(NNC(=S)Nc1ccccc1)C1CCCCC1	4	0	9	-1	-19
23	CNC(=O)C(C)c1ncc(C(F)(F)F)cc1Cl (centres undefined)	-20	-10	-13	3	-25
19	CCCOc1ccc(N)cc1N	-12	-42	42	13	-18

nr	Runt-CBFb FRET	RBBP9 inhibitor	NCF1 inh	Tb hexokinase
24	-6	-4	18	-7
17	1	-11	-3	-4
16	3	-2	-28	1
21	3	-2	17	27
22	-2	-5	-7	-7
15	5	-2	-16	-7
18	1	-5	-5	1
23	1	0	-4	-4
19	-2	-1	2	-25

(more compounds)
nr	canonical_smiles	m-calpain inh	Runt-SMMHC FRET	EBV gp42 block	p97 inhibitor	Furin inh
25	CCCC(O)(c1ccc(Cl)cc1)C(CN1CCOCC1)c1ccccc1 (centres undefined)	-22	2	-14	-1	-8
26	Cc1ccc(CNC(=S)N(C)C)cc1	-9	-2	-23	5	-28
27	CC(=O)C1=C(O)CC(C)(C)CC1=NCc1nc2ccccc2[nH]1	-16	-3	-7	2	-26
28	CC(C)C(=O)N/N=C/c1ccc(OCc2ccccc2)cc1	7	3	1	1	-12[20 µM]
29	COC(=O)c1ccc2nc(-c3cccc(N)c3)cn2c1	-17	-5	-4	-2	-21
30	CCCCSc1nn[nH]n1	26	3	16	5	-20
31	O=C(NCc1ccc2c(c1)OCO2)c1cccc2c1C(=O)N(C1CCCCC1)C2	-9	-7	-23	4	-4
32	Cc1ccc(OC(=O)c2cccc([N+](=O)[O-])c2)c(-n2nc3ccccc3n2)c1	-1	1	-8	4	-26
33	COC(=O)c1ccccc1NC(=O)c1ccc(COc2ccc(C)c(C)c2)o1	17	-6	-24	-5	-7[20 µM]
34	CC(=O)c1ccc(OCC(=O)NCC2(N3CCCCC3)CCCCC2)cc1	2	1	-16	2	-31
35	CN(C)S(=O)(=O)c1ccc2nc(NC(=O)c3cccnc3)sc2c1	-56	0	-26	0	-4[20 µM]
36	Cc1c(Cl)cccc1NC(=O)CNc1cccc(C(F)(F)F)c1	1	-1	-28	2	-10

nr	Runt-CBFb FRET	RBBP9 inhibitor	NCF1 inh	Tb hexokinase
25	-9	-3	-6	-16
26	0	-5	-8	-2
27	-2	-1	-8	-6
28	1	4	-14	-2
29	2	-1	-7	-11
30	-1	-4	-7	2
31	-2	2	0	-6
32	0	-3	-7	0
33	-3	-8	-70	1
34	0	6	-16	-1
35	1	-11	-56	-51
36	-2	-8	-4	-2

Additional structures.
nr	canonical_smiles	m-calpain inh	Runt-SMMHC FRET	EBV gp42 block	p97 inhibitor	Furin inh
37	O=C(CSc1nc(-c2ccccc2)nc2ccccc12)Nc1nccs1	24	2	3	4	-10
38	COCCn1nnnc1CN(CCCN1CCOCC1)Cc1cc2c(C)ccc(C)c2[nH]c1=O	22	-213	7	4	-18[20 µM]
39	COc1cccc(CNC(=O)C2CCCN(S(C)(=O)=O)C2)c1 (centres undefined)	33	2	-21	3	-13
40	CCOc1ccc(Cc2nc(-c3nonc3N)no2)cc1OCC	9	-4	4	2	-16
41	CCOC(=O)Cc1cc(=O)n2[nH]cc(-c3cccc(Br)c3)c2n1	-207	-9	-7	-2	-22
42	Cc1cc(C)n(CCCO)c(=O)c1C#N	-7	-7	-18	-3	-14[20 µM]
43	O=C(Nc1cccn2ncnc12)c1ccc(Cl)cc1	-22	-8	-4	7	-11
44	Brc1ccc(-n2cccc2/C=N/n2cnnc2)cc1	-18	0	-3	2	-7[20 µM]
45	CCN(CC)c1ccc2cc(-c3nnc(-c4ccc(Br)cc4)o3)c(=O)oc2c1	x	x	x	6	-24[20 µM]
46	CCOc1ccccc1NC(=S)NNS(=O)(=O)c1c(C)cc(C)cc1C	9	2	-2	4	-6
47	CN(C#N)c1nc(Cl)nc(Nc2cccc(Cl)c2)n1	1	4	14	15*	-8
48	Cc1cc(C)n2c(SC/C(O)=C(\C#N)c3nc4ccccc4[nH]3)nnc2n1	-20	9	67*	-3	-4

nr	Runt-CBFb FRET	RBBP9 inhibitor	NCF1 inh	Tb hexokinase
37	-1	-4	-37	-10
38	10	-6	19	-9
39	1	-5	-1	0
40	2	-4	1	-3
41	-8	-4	-12	-26
42	0	1	7	-6
43	0	-5	-3	3
44	2	3	-10	-29
45	x	-7	x	26
46	0	1	-1	37
47	4	-15	-16	-2
48	10	-2	-19	-29

Other structures follow.
nr	canonical_smiles	m-calpain inh	Runt-SMMHC FRET	EBV gp42 block	p97 inhibitor	Furin inh
49	Cc1cc(Cl)ccc1OCCn1cncn1	17	0	6	-1	-9
50	COc1cc2c(cc1OC)C(C(=O)O)C(c1cc(Br)c(O)c(OC)c1)N(C)C2=O (centres undefined)	16	5	9	3	-20
51	CCOc1ccc2c(c1)nc(NCCCO)n2Cc1ccccc1	-16	2	-2	3	-21
52	COc1ccc(-n2nc([N+](=O)[O-])c(=NCCc3ccc(OC)c(OC)c3)n2O)cc1	9	-1	-18	7	-5
53	CCN(CC)S(=O)(=O)c1ccc(N2CCCC2)c(C(=O)OCC(=O)Nc2cc(C)on2)c1	-2	-1	-15	-2	-19
54	O=C(Cn1c(=O)n(CC(=O)NCc2ccccc2)c2ccccc21)NCc1ccccc1	8	-1	4	2	-15[20 µM]
55	Nn1c(=O)[nH]c2c([nH]c3ccccc32)c1=O	-78	2	-13	3	-28

nr	Runt-CBFb FRET	RBBP9 inhibitor	NCF1 inh	Tb hexokinase
49	-1	-2	3	9
50	1	2	-3	7
51	2	-7	-10	-8
52	-1	-8	0	24
53	0	-2	-6	-19
54	-2	-4	5	5
55	0	-3	-1	-11

Assay outcomes deposited in PubChem BioAssay by several laboratories.
